Compound activity as filed in PubChem.
bIAP act = increases bovine intestinal alkaline phosphatase activity. purified bovine IAP, CDP-star luminescence, 30 min; active compounds read high; fold of DMSO-control signal, blank-subtracted. activation factor at 20 µM. 0.17% of 200,000 active. AID 1016;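 active = activation factor of 2 or more at 20 µM, a signal rise over negative controls twice the positive control's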
PPARg SRC-1 ag = promotes SRC-1 coactivator recruitment by human PPARgamma | P37231 | PPARgamma-SRC-1 coactivator recruitment biochemical assay | activation, % at 8 µM | 0.41% of 200,000 active | AID 631; in the data active = activation above about 19%;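 note: 0% = DMSO and 100% = reference agonist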
Target sequence (P37231 whole entry, looked up): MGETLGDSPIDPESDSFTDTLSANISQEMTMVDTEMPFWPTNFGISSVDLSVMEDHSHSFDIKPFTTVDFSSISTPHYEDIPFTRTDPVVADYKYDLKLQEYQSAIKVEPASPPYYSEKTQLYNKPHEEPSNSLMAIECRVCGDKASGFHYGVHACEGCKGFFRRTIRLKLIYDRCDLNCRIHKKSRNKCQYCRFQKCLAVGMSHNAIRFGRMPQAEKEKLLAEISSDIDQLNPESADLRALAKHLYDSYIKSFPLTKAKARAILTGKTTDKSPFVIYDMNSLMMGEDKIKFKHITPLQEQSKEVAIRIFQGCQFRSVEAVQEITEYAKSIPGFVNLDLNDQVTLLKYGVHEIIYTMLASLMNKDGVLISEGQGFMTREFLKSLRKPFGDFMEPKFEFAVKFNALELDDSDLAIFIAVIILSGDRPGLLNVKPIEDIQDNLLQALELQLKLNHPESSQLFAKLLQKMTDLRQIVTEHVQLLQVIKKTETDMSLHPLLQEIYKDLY
PPARg SRC-2 ag = agonists of SRC-2 recruitment by human PPARgamma; PPARgamma LBD-SRC-2 recruitment, biochemical; activation, % at 8 µM; 0.34% of 200,000 active; in the data active = activation above about 22%;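 note: 0% = vehicle and 100% = reference agonist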
STAT3 activator = activators of IL-6 induced STAT3 signaling; U3A cells, IL-6 STAT3-luciferase reporter, luminescence; 100% = signal with IL-6 EC80 alone; activation (% of control), % at 5.6 µM; 0.91% of 190,000 active;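 active = activation above the screen-wide mean of compound activation plus 3 SD, cut at about 130% in these data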;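 note: 0% = background luminescence of wells with medium and substrate only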
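Material: STAT1-lacking human U3A cells, STAT3 luciferase reporter | Benchmarks: IL-6-only wells as 100% reference | Probe or stimulus: IL-6 (33 ng/mL) | Timing: Compound 1 h, then IL-6 6 h at 37 °C | Detection: Luminescence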
bIAP inh = blocks bovine intestinal alkaline phosphatase activity | 190,000 tested, under 10 active | purified bovine IAP, CDP-star luminescence, 30 min | AID 1019 | inhibition, % at 20 µM;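 active = over 50% inhibition of intestinal alkaline phosphatase at 20 µM in the single-dose screen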
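Assay system: bovine IAP enzyme; medium: DEA buffer 100 mM, pH 9.8, with MgCl2 1.0 mM, ZnCl2 0.02 mM; doses: 20 µM single dose; incubation: enzyme reaction for 30 min at room temperature; detection: CDP-star luminescence signal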
ROMK mod = human ROMK K+ channel modulation, primary screen; Tet-inducible ROMK, thallium flux fluorescence; actives lie on both sides; P48048; AID 1918; 2% of 130,000 active; B-score at 10 µM;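 active = signal ratio slope over the read window, or its plate-corrected B-score, at least 3 SD from the plate mean, either direction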;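 note: B-score of the F/F0 ratio slope over 7 to 12 s after thallium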
Target sequence (P48048 whole entry, looked up): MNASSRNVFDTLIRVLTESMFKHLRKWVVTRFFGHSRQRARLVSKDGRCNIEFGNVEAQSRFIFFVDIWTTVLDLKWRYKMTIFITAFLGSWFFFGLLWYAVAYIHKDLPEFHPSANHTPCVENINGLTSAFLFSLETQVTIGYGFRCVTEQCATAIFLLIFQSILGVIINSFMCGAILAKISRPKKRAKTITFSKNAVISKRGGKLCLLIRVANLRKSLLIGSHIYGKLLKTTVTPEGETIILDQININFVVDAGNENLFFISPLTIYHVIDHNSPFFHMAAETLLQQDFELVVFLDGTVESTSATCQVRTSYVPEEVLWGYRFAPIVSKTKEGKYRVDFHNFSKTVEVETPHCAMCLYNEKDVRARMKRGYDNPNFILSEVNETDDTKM
STAT3 inh = STAT3 signaling inhibition; U3A cells, IL-6 STAT3-luciferase reporter, luminescence; host cell line lacks STAT1; inhibition, % at 5.5 µM; 0.89% of 190,000 active; AID 862;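 active = inhibition above the mean inhibition across all screened compounds plus 3 SD, cut at about 44% in these data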;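 note: 0% = DMSO only wells and 100% = 100 µM nifuroxazide control wells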
PPARg SRC-3 ag = promotes SRC-3 coactivator recruitment by human PPARgamma; AID 731; 0.26% of 200,000 active; biochemical PPARgamma/SRC-3 coactivator recruitment assay; activation, % at 8 µM; in the data active = activation above about 23%;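 note: 0% = DMSO and 100% = reference agonist; some compounds past the cut are filed as inactive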
TNAP act hi DEA = TNAP (human) activation, high acceptor; activation factor at 20 µM; P05186; AID 1136; 200,000 tested, under 10 active; purified TNAP, CDP-star luminescence, 1 M DEA, 30 min; active compounds read high; 0 = EDTA background, 1 = DMSO-only activity;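 active = activation factor at least 2 at 20 µM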
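Assay system: human TNAP; Input: enzyme diluted 1/800 final; Reagent: CDP-star luminogenic substrate at 100 µM final; Timing: 30 min, room temperature; Signal: luminescence; Evaluation: TNAP activation factor scaled between EDTA and DMSO control wells.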
SRC2 TRFRET art = counter-screen for PPARgamma SRC-2 recruitment agonists: TR-FRET artefact; TR-FRET ratio at 8 µM; AID 1049; 0.4% of 200,000 active; active compounds read high; in the data active = TR-FRET ratio above about 2000; note: inactives centre near 1500
STAT1 inh = reduces IFN-gamma driven STAT1 reporter signal | inhibition, % at 5.5 µM | AID 920 | 0.35% of 200,000 active | NIH 3T3 STAT1-luciferase reporter, luminescence;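 active = inhibition above a set limit, the mean inhibition across all tested compounds plus 3 SD, cut at about 34% in these data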;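 note: 0% = IFN-gamma with DMSO and 100% = IFN-gamma with 300 µM nifuroxazide; values of inactives mirror those of a sister screen read the other way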
* marks the source's active call; other numbers are inactive results; . = no result given.

SMILES	bIAP act	PPARg SRC-1 ag	PPARg SRC-2 ag	STAT3 activator	bIAP inh	ROMK mod	STAT3 inh	PPARg SRC-3 ag	TNAP act hi DEA	SRC2 TRFRET art	STAT1 inh
O=C(O)c1cnn2c(-c3ccc(F)cc3)ccnc12	0.9	6.8	3.6	102.8	5.3	.	0.2	1.0	1	1610	-9.8
CCn1c(Cc2ccccc2)nnc1SCC(=O)NC(C)(C)C	1	3.0	-5.7	102.0	-0.3	0.00664	4.1	1.3	1	1535	-1.0
O=C(NCc1ccc2c(c1)OCO2)c1cnc2n(c1=O)CCS2	0.9	1.2	3.1	105.9	12.9	.	2.1	9.0	1	1817	-10.4
Cc1ccc(NC(=O)N2CCC(C(=O)Nc3ccc(C)cc3C)CC2)cc1	1.1	5.5	9.9	96.1	-7.4	1.87	7.7	2.7	1	1685	1.7
CC(C)CN(C(=O)COC(=O)CNC(=O)c1ccc(Cl)cc1)C1CCS(=O)(=O)C1 (centres undefined)	0.9	-0.7	2.4	111.8	7.9	-0.735	-13.4	1.8	0.9	1619	10.5
Cc1cccc(/C(N)=N/OC(=O)CCCN2C(=O)c3ccccc3C2=O)c1	1	-0.5	2.0	107.9	3.1	.	-9.5	-5.5	1	1558	2.0
CCOC(=O)C1CCN(c2cc(=O)n(-c3ccccc3Cl)c(=O)[nH]2)CC1	1.1	-1.0	17.6	95.1	-6.2	0.0243	9.5	3.3	1	1584	-0.4
Cc1cc(NC(=O)CSc2nc(-c3cccnc3)ccc2C#N)no1	1	-2.2	0.6	84.1	-1.2	0.923	24.6	-7.4	1	1526	3.5
CC(=O)c1cc(C(=O)N2CCc3c([nH]c4ccccc34)C2CC(C)C)[nH]n1 (centres undefined)	1.2	3.0	-0.7	145.1*	-19.7	.	-45.5	3.7	1.1	1414	1.4
Cc1ccc(/C=C/C(=O)Nc2cc(=O)n(C)c(=O)n2C)o1	0.9	9.9	1.2	85.0	13.6	.	20.5	4.4	1	1759	8.4
Clc1ccc(-c2ccc(/C=N/Nc3cc(N4CCOCC4)nc(N4CCOCC4)n3)o2)cc1	0.7	8.8	5.1	100.6	27.6	-4.01*	0.7	-4.5	1	1612	6.3
O=C(Cc1cccs1)NCCc1cn2ccccc2n1	0.9	-3.5	-2.0	.	6.9	.	.	5.8	1.1	1440	-12.2
c1cncc(-c2nnc(SCCSc3nnc(-c4cccnc4)o3)o2)c1	.	-1.1	4.3	97.3	.	.	7.4	-0.2	.	1699	3.4
O=C(O)c1ccc(CSc2nnnn2C2CCCCC2)cc1	1	6.7	17.4	107.8	-2.8	0.492	-5.5	-6.8	1	1762	0.7
Cc1cc(C)nc(SCC(=O)NC2=NC(=O)C(C)S2)n1 (centres undefined)	1	4.5	-4.1	97.8	3.1	.	5.7	9.2	1	1616	-7.4
C=CCOc1c(Cl)cc(CNn2cn[nH]c2=S)cc1OC	0.5	-6.5	-2.9	115.2	48.5	0.589	-7.5	-1.3	1.1	1531	-1.9
Cc1nn(C(=O)c2ccco2)c(C)c1Sc1ccc([N+](=O)[O-])cc1	1	1.7	4.6	102.5	-2.2	.	3.7	-4.2	1	1474	-5.5
CC(C(=O)N1CC2(C)CC1CC(C)(C)C2)N1C(=O)c2ccccc2C1=O (centres undefined)	1	-4.6	-3.5	101.2	-0.4	-0.833	2.1	0.4	1.1	1525	3.0
COc1cc(NC(=O)c2ccc(Br)o2)c(C(=O)O)cc1OC	0.9	4.2	4.2	98.6	9.5	-0.0689	6.0	10.9	1	1613	-7.7
Cc1ccc(NC(=S)NNC(=O)c2ccco2)cc1	1.5	-6.5	-4.9	92.6	-47.5	.	14.7	18.0	1	1700	-15.9
Cc1cc(O)cc2c(=O)c3ccccc3sc12	0.9	-0.4	-0.9	95.3	9.7	-0.82	12.1	1.1	0.9	1609	-5.1
COc1cccc(CC(=S)N2CCOCC2)c1	0.9	3.7	3.8	100.9	11.7	.	-2.1	0.9	1	1702	5.2
Cc1cc[n+](-c2nc([O-])sc2/C=N/Nc2ccc([N+](=O)[O-])cc2)cc1	0.8	4.3	3.6	91.8	23.8	0.444	16.5	7.6	0.9	1540	2.9
Cc1nc2ccc(C(=O)Nc3cccc([N+](=O)[O-])c3)cc2s1	1	12.8	-3.5	89.8	2.0	0.919	19.3	8.9	1	1478	-4.8
Cc1ccc(C(=O)Oc2cccc(NC(=O)c3ccccc3)c2)cc1C	0.7	-2.2	0.0	100.2	31.4	0.4	0.1	0.3	1	1552	-3.7

Next part:
SMILES	bIAP act	PPARg SRC-1 ag	PPARg SRC-2 ag	STAT3 activator	bIAP inh	ROMK mod	STAT3 inh	PPARg SRC-3 ag	TNAP act hi DEA	SRC2 TRFRET art	STAT1 inh
Cc1cc(Cl)ccc1C(=O)C1CCCN(C(=O)c2n[nH]c3c2CCCC3)C1 (centres undefined)	1	10.6	-1.4	97.4	0.1	.	8.0	5.5	1.1	1543	-0.4
CCCOP(=O)(OCCC)C(Nc1ccc(C(=O)O)cc1)c1ccccc1 (centres undefined)	1.2	-0.1	-6.9	101.3	-16.8	-0.0532	-1.0	0.5	1	1698	-7.8
CCC(=O)Nc1ccc(-c2csc(NNC(C)=O)n2)cc1	1	9.7	8.6	96.7	3.6	.	-1.0	-1.5	0.9	1755	4.9
Cc1ccc(N2CC(C(=O)Nc3cccc(F)c3)CC2=O)cc1 (centres undefined)	0.9	6.3	-1.3	101.6	6.2	-0.987	5.5	-1.6	1.1	1522	1.7
O=C(Nc1ccccc1Oc1ccccc1)c1cc([N+](=O)[O-])ccc1Cl	0.9	-3.3	0.1	97.8	7.8	.	2.0	5.3	1	1555	4.6
Cc1cccc(NC(=S)NC(=O)c2ccco2)n1	1	-2.5	-7.0	93.1	-3.0	.	10.9	-1.2	1	1467	-3.4
COC(=O)COc1ccc(S(=O)(=O)NCCC2=CCCCC2)cc1Cl	1	2.6	3.3	107.0	0.0	.	-7.1	-4.8	1	1486	-4.1
FC(F)(F)c1cnc(NNC(=S)Nc2ccccc2Cl)c(Cl)c1	1	5.9	8.4	67.5	2.9	.	36.3	8.7	1	1511	14.5
COc1cccc(NC(=O)Cc2nnc(SCC(=O)c3ccccc3)n2C)c1	0.9	-3.1	12.5	109.7	6.8	.	-6.9	1.7	1.1	1426	3.1
COc1ccc(NC(=S)NCCc2c[nH]c3ccccc23)cc1	1.4	-1.9	-2.9	97.8	-41.1	.	5.2	-1.8	1	1525	-7.8
CC(=O)Nc1cc(C(=O)O)ccc1S(=O)(=O)c1ccc(Cl)cc1	0.8	-4.8	-8.1	109.6	23.7	.	-3.9	1.9	1	1339	-18.4
O=C(CSC1CCCCC1)Nc1ccccc1Br	1	3.0	2.1	88.0	2.2	.	16.1	3.4	1	1671	3.2
CN1CCN(S(=O)(=O)c2ccc3[nH]cc(C(=O)O)c(=O)c3c2)CC1	1.1	6.7	-0.9	93.5	-10.5	.	11.2	6.8	1	1625	12.8
CCc1ccc(OCC(=O)N2CCN(c3ccccc3F)CC2)cc1	0.9	-5.4	1.3	103.8	5.9	-0.837	2.1	-0.8	1	1643	1.9
COc1ccc(-c2n[nH]c(=S)n2-c2ccc3c(c2)OCCO3)cc1	0.9	7.5	17.2	102.3	6.3	.	-0.1	6.5	1.1	1812	-6.7
O=C(COC(=O)C12CC3CC(CC(C3)C1)C2)NC12CC3CC(CC(C3)C1)C2	1.1	-1.8	-4.2	107.2	-9.3	.	-4.0	-15.1	1	1503	3.8
COc1ccc2cc(CN(Cc3ccco3)C(=S)NCC3CCCO3)c(=O)[nH]c2c1 (centres undefined)	0.9	-1.1	0.5	90.8	8.8	-0.398	12.9	-0.8	1	1525	0.6
Cc1cccc(Sc2c(C=O)c3ccccc3n2C)c1	0.7	12.4	2.9	113.3	29.2	.	-4.6	5.0	1.1	1740	1.1
O=C(Nc1ccccc1C(=O)O)/C(=C/c1ccc([N+](=O)[O-])cc1)NC(=O)c1ccc(Br)o1	0.9	-0.5	-10.4	99.4	12.6	0.425	9.1	-2.0	1	1615	-7.3
COc1cccc(CN(CC2CCCO2)S(=O)(=O)c2ccc(-n3cnnn3)c(OC)c2)c1 (centres undefined)	1	7.1	11.7	100.3	-4.4	.	6.7	6.2	1.1	1773	-3.4
O=C(c1ccc(F)cc1)C1CCN(C(=O)NC2CCCCC2)CC1	1	-1.8	11.1	89.3	3.8	.	16.4	5.5	1	1681	4.7
CCOCCCNC(=S)N(Cc1ccco1)Cc1cc2cc3c(cc2[nH]c1=O)OCCO3	1.1	9.5	5.8	99.0	-5.1	-2.07	3.6	6.4	1.1	1604	5.0
COc1ccc(N(C)S(=O)(=O)c2cccc3cccnc23)c(OC)c1	0.9	6.6	-7.4	100.0	5.9	.	2.6	-13.4	1	1529	-5.2
COc1ccc(N=CC2=C(O)CC(C)(C)CC2=O)cc1	1	18.6	10.3	95.5	2.2	0.0416	7.9	4.7	1.1	1654	-36.4
CCOC(=O)c1nnn(-c2nonc2N)c1-c1ccc(OC)cc1	0.8	-3.4	4.4	99.3	16.5	0.644	3.6	-4.5	1.1	1524	5.5
CC1CCN(S(=O)(=O)c2cccc(-c3cn4cc(Cl)ccc4n3)c2)CC1	1	0.3	13.8	99.5	3.0	-1.09	5.1	2.6	1.1	1539	-3.8
Cn1c(Cc2cccs2)nnc1SC/C=C/c1ccccc1	0.9	0.1	-0.2	103.3	13.1	.	0.4	0.3	1.1	1483	-0.4
COc1ccc(C(=O)Nc2ccc(S(=O)(=O)N3CCCCC3)cc2)cc1	0.9	7.1	3.3	93.1	9.9	.	12.2	-2.4	1	1759	9.3
COC(=O)c1cc(OC)c(OC)cc1NC(=O)Cc1cccs1	1.4	6.5	10.9	95.8	-40.1	-0.063	6.6	-1.7	1	1704	1.2
O=C(/C=N/O)NCCCN1CCOCC1	1	0.8	6.2	105.3	2.3	0.346	-2.9	0.6	1	1624	-2.6

Laid out differently: 2 of the compounds above.
The line under a structure holds: bIAP act	PPARg SRC-1 ag	PPARg SRC-2 ag	STAT3 activator	bIAP inh	ROMK mod	STAT3 inh	PPARg SRC-3 ag	TNAP act hi DEA	SRC2 TRFRET art	STAT1 inh
CN1CCN(S(=O)(=O)c2ccc3[nH]cc(C(=O)O)c(=O)c3c2)CC1
→ 1.1	6.7	-0.9	93.5	-10.5	.	11.2	6.8	1	1625	12.8
CCc1ccc(OCC(=O)N2CCN(c3ccccc3F)CC2)cc1
→ 0.9	-5.4	1.3	103.8	5.9	-0.837	2.1	-0.8	1	1643	1.9

Among those listed so far, three have bromine.
SMILES	bIAP act	PPARg SRC-1 ag	PPARg SRC-2 ag	STAT3 activator	bIAP inh	ROMK mod	STAT3 inh	PPARg SRC-3 ag	TNAP act hi DEA	SRC2 TRFRET art	STAT1 inh
COc1cc(NC(=O)c2ccc(Br)o2)c(C(=O)O)cc1OC	0.9	4.2	4.2	98.6	9.5	-0.0689	6.0	10.9	1	1613	-7.7
O=C(CSC1CCCCC1)Nc1ccccc1Br	1	3.0	2.1	88.0	2.2	.	16.1	3.4	1	1671	3.2
O=C(Nc1ccccc1C(=O)O)/C(=C/c1ccc([N+](=O)[O-])cc1)NC(=O)c1ccc(Br)o1	0.9	-0.5	-10.4	99.4	12.6	0.425	9.1	-2.0	1	1615	-7.3
